# KDM5B inh: Primary screen for KDM5B Histone Demethylases FDH-coupled qHTS; Potency, µM (series often up to 57.7 µM), inactives show top-dose activity change, negative = inhibition, hits mostly inhibitors; AID 1347165, 2019; KDM5B demethylase, FDH-coupled NADH fluorescence (FDH is formaldehyde dehydrogenase); 2.6% of 220,000 active; Lysine-specific demethylase 5B (Homo sapiens), Q9UGL1; active = well fitted inhibition curve with a large enough effect; inconclusive = small, poorly fitted or top-dose-only effect; inactive = no such curve, though single readings can be large or run the other way; note: 0% is about no effect; nearly all actives have a fitted effect of over 70% in size
# Target sequence (Q9UGL1 whole entry, looked up): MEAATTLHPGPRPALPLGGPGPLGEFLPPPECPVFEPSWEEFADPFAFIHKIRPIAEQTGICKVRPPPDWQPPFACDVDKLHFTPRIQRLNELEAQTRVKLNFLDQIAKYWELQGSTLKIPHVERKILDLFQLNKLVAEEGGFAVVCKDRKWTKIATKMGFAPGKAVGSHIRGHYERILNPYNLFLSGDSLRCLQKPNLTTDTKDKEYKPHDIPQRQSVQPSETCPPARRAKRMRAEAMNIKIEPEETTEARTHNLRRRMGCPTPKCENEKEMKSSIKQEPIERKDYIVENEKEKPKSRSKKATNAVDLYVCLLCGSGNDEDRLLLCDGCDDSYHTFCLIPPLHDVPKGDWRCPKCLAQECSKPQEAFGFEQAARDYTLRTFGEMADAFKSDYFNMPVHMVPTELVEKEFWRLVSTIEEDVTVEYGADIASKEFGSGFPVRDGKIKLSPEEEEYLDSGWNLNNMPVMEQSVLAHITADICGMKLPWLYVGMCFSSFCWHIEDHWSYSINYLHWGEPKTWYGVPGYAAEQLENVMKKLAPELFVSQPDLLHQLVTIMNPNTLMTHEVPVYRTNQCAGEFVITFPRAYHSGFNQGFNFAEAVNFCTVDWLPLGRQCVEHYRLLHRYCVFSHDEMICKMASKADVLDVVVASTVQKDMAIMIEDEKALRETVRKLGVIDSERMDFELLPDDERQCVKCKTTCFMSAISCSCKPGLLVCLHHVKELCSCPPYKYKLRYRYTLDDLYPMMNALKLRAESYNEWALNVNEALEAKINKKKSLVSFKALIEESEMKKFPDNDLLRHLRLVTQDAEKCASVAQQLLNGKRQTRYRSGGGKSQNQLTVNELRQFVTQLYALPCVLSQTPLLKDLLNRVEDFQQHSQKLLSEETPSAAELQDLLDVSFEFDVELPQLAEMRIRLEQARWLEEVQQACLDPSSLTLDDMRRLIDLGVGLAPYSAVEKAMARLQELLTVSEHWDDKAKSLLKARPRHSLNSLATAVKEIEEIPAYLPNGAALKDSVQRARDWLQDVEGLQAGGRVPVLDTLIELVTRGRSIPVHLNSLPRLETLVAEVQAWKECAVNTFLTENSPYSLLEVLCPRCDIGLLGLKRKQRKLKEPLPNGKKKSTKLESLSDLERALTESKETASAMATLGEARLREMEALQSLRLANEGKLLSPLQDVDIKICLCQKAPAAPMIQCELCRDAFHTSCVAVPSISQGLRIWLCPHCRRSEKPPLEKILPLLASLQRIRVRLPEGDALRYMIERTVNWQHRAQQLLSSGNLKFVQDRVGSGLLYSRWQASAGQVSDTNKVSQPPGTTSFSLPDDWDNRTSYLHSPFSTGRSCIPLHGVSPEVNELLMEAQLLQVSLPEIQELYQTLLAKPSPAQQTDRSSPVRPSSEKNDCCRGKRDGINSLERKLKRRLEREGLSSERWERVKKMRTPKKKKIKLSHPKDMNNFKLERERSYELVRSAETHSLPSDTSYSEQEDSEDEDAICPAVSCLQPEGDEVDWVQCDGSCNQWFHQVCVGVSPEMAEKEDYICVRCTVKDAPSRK
#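 Here, H3K4me3 peptide (12.5 µM in substrate mix) is demethylated by KDM5BΔAP, 200 nM final, after 10 min compound exposure. Formaldehyde product is coupled through FDH (0.25 U/mL in mix) to NADH fluorescence; 30-min ΔRFU feeds dose-response curves.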
# Numbers without * were called inactive; i = inactive; u = inconclusive; & = joins results of further samples; [ ] = dose if it differs, or a comment. Potency is the fitted concentration of half-maximal effect. These rows are one share of the data. The share of hits here may be higher or lower than overall.
SMILES,KDM5B inh
CC(C)NC(=O)NCc1ccc(C(=O)NCC2(c3ccccc3)CCCC2)cc1,25%
O=C(Nc1cc(-c2ccccc2)nn1C1CCS(=O)(=O)C1)c1cccs1 (stereo unspecified),u
CC(=O)C(Sc1nc(C)cc(C)n1)c1ccccc1 (stereo unspecified),27%
CCc1ccc(S(=O)(=O)c2nnn3c2nc(Nc2cc(OC)cc(OC)c2)c2cc(Cl)ccc23)cc1,2%
COc1ccc(-n2cccn2)c(C2CC(=O)Nc3c2c(C(C)C)nn3C)c1 (stereo unspecified),18%
Cc1ccc(C)c(N2CCN(S(=O)(=O)c3ccc4[nH]c5c(c4c3)CCCC5)CC2)c1,u
CCNc1nc(-c2ccc(S(=O)(=O)N3CCCCCC3)cc2)cs1,u
CN(C)C(=O)c1cccnc1OC1CCN(S(=O)(=O)c2ccc3c(c2)CCCC3)C1 (stereo unspecified),31%
O=C(c1ccco1)n1nc(-c2ccc(Cl)cc2)nc1NCc1ccc(F)cc1,5%
CN(CC(=O)Nc1ccccc1C(F)(F)F)C(=O)COc1ccc2oc3c(c2c1)CCCC3,6%
CN(CC1CCOCC1)C(=O)Cc1ccsc1,15%
O=C(O)COCC(=O)NCC1CCCO1 (stereo unspecified),17%
C=CCNC(=O)NC(=O)COC(=O)Cc1cccc(C(F)(F)F)c1,23%
Brc1ccccc1Oc1ccc2nnnn2n1,-4%
NC(=O)C1CCN(C(=O)CCC(=O)c2ccc(F)cc2)CC1,27%
Cc1noc([C@@H]2CN(C(=O)c3ccc(C(C)C)cc3)C[C@H]2CO)n1,30%
O=C(CCn1cncn1)N1CCC(c2[nH]ncc2-c2cccc(F)c2)CC1,23%
COCC(=O)N1CCc2nc(C(C)C)nc(-c3ccc(OC)cc3)c2CC1,-4%
CN1CCN(C(CNC(=O)C(=O)Nc2cccc(Cl)c2)c2ccc3c(c2)OCO3)CC1 (stereo unspecified),2%&-14%
CCOC(=O)C(=O)Nc1ccc(OCC)cc1,21%
Cc1cc(N2CCOCC2)nc2ccc(NC(=S)NCCC(C)C)cc12,u
COCCNc1ncc(-c2ccc([S+](C)(=O)[O-])cc2)c2c1OCC2,32µM*
COc1cc(NC(=O)CN2C(=O)C(c3ccccc3)=NC23CCCC3)cc(OC)c1OC,0%
COC(=O)[C@@H]1Cc2ncn(C)c2CN1S(=O)(=O)c1ccc(Cl)cc1,u
Cc1cccc(O[C@H]2COCCN(S(=O)(=O)c3c(C)noc3C)C2)n1,19%[86.2 µM]
Cc1cccc(C(CC(=O)Nc2cccc(-c3ccno3)c2)n2cccc2)c1 (stereo unspecified),-12%
CCC(C)(C)C1CCc2c(sc(NC(C)=O)c2C#N)C1 (stereo unspecified),10%
N#CCCN(C(=O)CN1CCCC1c1ccc2c(c1)OCCO2)c1ccccc1F (stereo unspecified),-11%
Cc1nc(CN2Cc3nc(Nc4ccc(C(F)(F)F)cc4)ccc3OCC2=O)cs1,35µM*
Cc1ccc(C)c(-c2cc3c(=O)n(CCNC(=O)c4ccc(F)cc4Cl)ccn3n2)c1,u
O=C(NCc1ccc(CN2CCCC2)cc1)c1cc(C2CC2)nc2ccccc12,u
CCC12CN(C(C)=O)CC(CC)(CN(C(C)=O)C1)C2=O,20%
CCc1ccc(OC(=O)c2cc(OC)c(OC)c(OC)c2)c(Br)c1,-24%
CC(C)(C)OC(=O)N1CCC(CNC(=O)c2cccs2)CC1,19%
COc1ccc(CN2C(=O)[C@@H]3C[C@@H](O)CN3C3(CN(Cc4cnc[nH]4)C3)C2=O)cc1,1%[86.2 µM]
COc1cccc(C(=O)NNC(=O)c2ccc3ccccc3c2O)c1,u
Cc1ccc(C(=O)OCc2ncc(-c3ccccc3)o2)c(O)c1,-18%
COc1ccc(Cl)cc1NC(=O)Cn1nc(C(F)(F)F)c2c1CCCC2,-13%
CC(C)N1CC[C@@H]2[C@H]1C(=O)NC[C@H](CCC(=O)N1CCC(O)CC1)N2C,4%[86.2 µM]
Cc1cc(=O)oc2cc(OCC(=O)Nc3ccc(CCO)cc3)ccc12,-10%
O=C(Nc1cccc(F)c1)c1cc2n(n1)CC(c1ccc(Cl)cc1)OC2 (stereo unspecified),22µM*
CN(C)CCN1CCN(c2cc(C3CC(N)C3)nc(N)n2)CC1 (stereo unspecified),-9%
Cn1ncc(C(=O)NCc2cccs2)c1-n1cccc1,19%
O=C1CC(c2ccccc2)N(C(=O)CNC(=O)c2ccoc2)CCCCCN1 (stereo unspecified),7%
Cc1ccc(NC(=O)CCc2c(C)c3ccc(C)cc3oc2=O)cc1,0%
Cc1c(Cl)cccc1NC(=O)CC(C)(C(=O)O)c1ccccc1 (stereo unspecified),16%
O=C(CSc1ncc2c(n1)-c1cc(Cl)ccc1N(Cc1ccccc1)S2(=O)=O)NCCc1ccccc1,1%
COc1ccccc1-c1nnc([C@H]2CCN(CC3CCCCC3)C2)o1,35µM*
Cc1ccc(NC(=O)C(=O)NCC(c2ccc3c(c2)OCO3)N2CCN(C)CC2)cc1C (stereo unspecified),-15%
COC(=O)[C@H](Cc1ccc(OC)cc1)NC(=O)[C@H]1CN(C(=O)c2cccnc2)CCN1S(C)(=O)=O,20%
Cc1nn(C(=O)C2CCCN2S(=O)(=O)c2ccccc2)c(C)c1Sc1ccccc1 (stereo unspecified),14%
CCC(=O)N1CCN(c2nc3c(s2)CC(C(=O)NCc2cccc(OC)c2)CC3)CC1 (stereo unspecified),-6%
C=CCN(Cc1ccc(OC)cc1)C(=O)c1cc(=O)c2ccccc2o1,-4%
CC1(c2cccnc2)N(Cc2ccccc2)C(=O)OC12CCN(C(=O)C1CCOCC1)CC2 (stereo unspecified),-8%
COc1ccc(NC(=O)c2ccco2)cc1NC(=O)COc1ccccc1Cl,u
CCc1noc(-c2ccn3c(CNC(=O)c4cc5ccccc5[nH]4)nnc3c2)n1,u
Cc1cccc(CC(=O)N2CC(c3nnc(-c4ccncc4)o3)C3(CCOCC3)C2)c1 (stereo unspecified),-2%
CCCn1nc(C(=O)N(C)C(C)c2ccc(F)c(F)c2)c2ccccc2c1=O (stereo unspecified),-10%
Cc1c[nH]c(CN2CCCC(CCc3ccc(F)cc3F)C2)c(C)c1=O (stereo unspecified),-1%
O=C1NCCN2CC3(CCN(S(=O)(=O)c4cccs4)CC3)CC12 (stereo unspecified),u
# More results follow:
SMILES,KDM5B inh
CN(Cc1cccs1)C(=O)CSc1nc2ccsc2c(=O)n1C,10%
Cc1ccc(Cn2c(C3CCN(C(=O)c4ccc(C(F)(F)F)cc4)CC3)n[nH]c2=O)cc1,16%
CCCCn1nc(C(=O)Nc2ccc(Cl)cc2)c2ccccc2c1=O,12%
Cc1ccc(CC(=O)N2C[C@@H](CN3CCOCC3)[C@@H](CO)C2)cc1F,29%
CC1(C)CC(NCc2cccnc2)=CC(=C(C#N)C#N)C1,21%
COc1ccc(-c2ccnc(N[C@H]3CO[C@H]4[C@@H]3OC[C@@H]4NS(=O)(=O)c3ccccc3C#N)n2)cc1,u
CCn1c(NCCc2ccccc2)nc2c1c(=O)[nH]c(=O)n2C,12%
CCOCc1nc(C2CCCN(C(=O)Nc3ccccc3OCC)C2)no1 (stereo unspecified),1%
CC[C@H]1CN(C(=O)c2cccnc2)CC[C@H]1CC(=O)NCc1cccnc1,u
COc1ccc(-c2csc3nc(-c4ccccc4)oc(=O)c23)cc1OC,-26%
COC(=O)c1c(SCC(=O)Nc2cc(OC)cc(OC)c2)[nH]c2ccc(C)cc2c1=O,5%
Cc1noc([C@H]2CCN(C(=O)Nc3ccc4c(c3)OCCO4)C[C@H]2NC(=O)C2CC2)n1,5%
Cc1ccc(-c2nnc3ccc(NCc4ccc5c(c4)OCO5)nn23)nc1,-10%[86.2 µM]
Cc1ccc2c(CN(C)CCOc3ccc(F)cc3)cc(=O)oc2c1,8%
O=C(NCc1ccccc1F)c1cccc(NC(=O)N2CCSc3ncccc32)c1,u
Cc1ccc(CNC(=O)c2cc(-c3cccnc3)nc3ccc(C)cc23)cc1,-1%
O=C(Nc1ccc(-n2cccn2)cc1)C1CCN(Cc2ccsc2)CC1,23%
CCCNC(=O)C(C)OC(=O)c1cc(=O)[nH]c2ccccc12 (stereo unspecified),-16%
O=C(NC1(C(F)(F)F)NC(=O)N(CCc2ccccc2)C1=O)c1ccc(Cl)cc1 (stereo unspecified),u
CCOc1cc(C#N)ccc1OCc1ccc(OC)c(F)c1,-12%
COc1cccc2sc(NC(=O)c3ccc4c(c3)OCCN(C3CCC3)C4)nc12,35µM*
COc1cccc(C(=O)N2CCc3cc(OC)c(OC)cc3C2COc2ccc3c(C)cc(=O)oc3c2)c1 (stereo unspecified),10%
CCOc1ccc(NC(=O)CN(C)C(=O)Cn2c(=O)cnc3ccccc32)cc1OCC,29%
CCCOc1ccc(N2CC(C(=O)Nc3cccc(Cl)c3Cl)CC2=O)cc1 (stereo unspecified),-1%

# Arranged by the number under KDM5B inh (low to high): 3 from the list above.
SMILES,KDM5B inh
O=C(Nc1cccc(F)c1)c1cc2n(n1)CC(c1ccc(Cl)cc1)OC2 (stereo unspecified),22µM*
COCCNc1ncc(-c2ccc([S+](C)(=O)[O-])cc2)c2c1OCC2,32µM*
COc1cccc2sc(NC(=O)c3ccc4c(c3)OCCN(C3CCC3)C4)nc12,35µM*

# The list continues.
SMILES,KDM5B inh
COCCN1CCNc2nc(COc3ccc(Oc4ccccc4)cc3)n(Cc3ccccc3)c2C1=O,u
COc1cc(Cl)ccc1C(=O)NC1CCc2nn(CC3CC3)c(=O)n2CC1 (stereo unspecified),18%
CC(Sc1nnnn1Cc1ccccc1)C(=O)c1cccc(Cl)c1 (stereo unspecified),10%
Cc1ccc(C2Cn3nnc(C(=O)N4CCN(C(=O)c5ccc(N(C)C)cc5)CC4)c3CO2)cc1 (stereo unspecified),u
O=C(NCc1ccccc1)N1CCC(c2nc(C3CCOCC3)no2)CC1,4%
C/C=C/Cn1c(SCc2ccccc2Cl)nc2c1c(=O)[nH]c(=O)n2C,18%
O=C(NCCC12CC3CC(CC(C3)C1)C2)c1ccccc1Cl,5%
O=C(O)c1cccc(-c2cccs2)c1,0%
Cc1ccccc1CSc1ncc(Cl)c(C(=O)Nc2nc3ccc(F)cc3s2)n1,-28%
Cn1ccc2c(C(=O)NCc3cccnc3)nc(-c3cccnc3)cc21,i
O=C(COc1cccnc1[N+](=O)[O-])Nc1ccc(Cl)c(S(=O)(=O)N2CCOCC2)c1,0%
Cc1oc(-c2cccc(Cl)c2)nc1CNC(=O)Nc1ccc(Cl)cc1,1%
Cc1cccc(NC(=O)C(Cc2ccccc2)n2cccc2)c1C (stereo unspecified),-10%
Cc1ccc(NC(=O)CCCn2nc(C)c3c(C)n(-c4ccccc4)nc3c2=O)c(Cl)c1,-13%
Cc1ccccc1C1C(C#N)=C(N)Oc2c1oc(CO)cc2=O (stereo unspecified),-28%
O=C(CSc1nnnn1-c1ccccc1)Nc1ccccc1C(=O)O,6%
O=C(NC1CCCC1)C(c1cccnc1)N(C(=O)c1ccco1)c1ccc(F)cc1 (stereo unspecified),17%
CCOC(=O)c1ccc(Nc2cc(-c3ccccc3)nc(C)n2)cc1,u
COc1ccc(-n2nc(C(=O)Nc3cc(C)c(Cl)cc3OC)c3c4ccccc4n(C)c3c2=O)cc1,-9%
CCOc1ccc(-c2[nH]nc3c2C(c2ccc(OCC)c(OCC)c2)C(C#N)=C(N)O3)c(OCC)c1 (stereo unspecified),-28%
Cc1cccc(NC(=O)C2CCCC2)c1C,11%
COC(=O)[C@@H]1Cc2c([nH]c3ccccc23)[C@H]2C[C@@H](NCc3cccnc3)C[C@@H](c3ccccc3)N21,u
CCCCN1C(C(=O)c2ccccc2)=C(OC(=O)CC)c2ccccc2S1(=O)=O,u
Cc1ccc(C(=O)N2CCCCC23Cc2ccccc2NC3=O)cc1 (stereo unspecified),7%[86.2 µM]
COC(=O)c1cc(N=Nc2c(C)[nH]c3ccccc23)cc(C(=O)OC)c1,15%
CC(C)CN1C(=O)c2ccccc2C(C(=O)Nc2nncs2)C12CCCCC2 (stereo unspecified),16%
c1cc(N2CCN(CCN3CCOCC3)CC2)ncn1,-14%
CCc1ccc(CN2CCCC(CO)(Cc3ccc(F)cc3F)C2)cc1 (stereo unspecified),-8%
CN(Cc1ccccc1C(F)(F)F)CC1CCCCC1,-31%[86.2 µM]

# Among those listed so far, 13 have an NH in an aromatic ring.
SMILES,KDM5B inh
Cc1ccc(C)c(N2CCN(S(=O)(=O)c3ccc4[nH]c5c(c4c3)CCCC5)CC2)c1,u
O=C(CCn1cncn1)N1CCC(c2[nH]ncc2-c2cccc(F)c2)CC1,23%
COc1ccc(CN2C(=O)[C@@H]3C[C@@H](O)CN3C3(CN(Cc4cnc[nH]4)C3)C2=O)cc1,1%[86.2 µM]
CCc1noc(-c2ccn3c(CNC(=O)c4cc5ccccc5[nH]4)nnc3c2)n1,u
Cc1c[nH]c(CN2CCCC(CCc3ccc(F)cc3F)C2)c(C)c1=O (stereo unspecified),-1%
Cc1ccc(Cn2c(C3CCN(C(=O)c4ccc(C(F)(F)F)cc4)CC3)n[nH]c2=O)cc1,16%
CCn1c(NCCc2ccccc2)nc2c1c(=O)[nH]c(=O)n2C,12%
COC(=O)c1c(SCC(=O)Nc2cc(OC)cc(OC)c2)[nH]c2ccc(C)cc2c1=O,5%
CCCNC(=O)C(C)OC(=O)c1cc(=O)[nH]c2ccccc12 (stereo unspecified),-16%
C/C=C/Cn1c(SCc2ccccc2Cl)nc2c1c(=O)[nH]c(=O)n2C,18%
CCOc1ccc(-c2[nH]nc3c2C(c2ccc(OCC)c(OCC)c2)C(C#N)=C(N)O3)c(OCC)c1 (stereo unspecified),-28%
COC(=O)[C@@H]1Cc2c([nH]c3ccccc23)[C@H]2C[C@@H](NCc3cccnc3)C[C@@H](c3ccccc3)N21,u
COC(=O)c1cc(N=Nc2c(C)[nH]c3ccccc23)cc(C(=O)OC)c1,15%
